MRP resist rev – MRP-mediated drug resistance reversal | H69AR cells + 2 uM doxorubicin, CellTiter-Glo, 72 h | differential viability (reversal), % at 10 µM | actives 0.04% (n = 85,000) | AID 602;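 active = viability drop by adding the cancer drug above about 55%, with treated viability meeting a 40% cutoff, limit read from the data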;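 also: viability without doxorubicin minus viability with 2 µM doxorubicin for each compound; larger differential means the compound sensitizes cells more to doxorubicin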
PLAP inhibitors HTS – inhibition of human placental alkaline phosphatase – biochemical, luminescence, HTS (AID 690); purified PLAP, luminescent substrate; higher % means a stronger effect; one-dose inhibition, % at 20 µM; IC50 in µM for titrated hits; actives 0.08% (n = 96,000); in the data active = a potency from the dose series; inactive = the rest, 99 in 100 with inhibition below about 30%; also: strong numbers were not always called active
NFkB transloc inh – blocks IL-1B driven NFkB nuclear translocation in HUVEC cells | HUVEC IL-1B NFkB p65 nuclear translocation imaging | inhibition, % at 2 µM | actives 0.43% (n = 94,000) | AID 796;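 active = inhibition above about 30% together with a positive call from visual inspection of the well image, limit read from the data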;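 also: nuclear over cytoplasmic p65 intensity ratio measured by imaging; 0% = IL-1B stimulated DMSO wells and 100% = unstimulated DMSO wells; values of inactives mirror those of a sister screen read the other way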
Bcl-B displacement – displacers of TR3 peptide from Bcl-B, primary screen, selectivity assay for Bfl-1 inhibitor project, biochemical, fluorescence polarization; AID 748; actives 0.11% (n = 96,000); displacement, % at 20 µM; hits with a dose series show IC50 in µM; FP displacement of FITC-TR3 peptide from Bcl-B; higher % means a stronger effect;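 active = displacement above 50% at 20 µM plus a fluorescence interference ratio under 1.5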;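 also: plate controls were wells without compound for no effect and wells lacking Bcl-B protein for full effect; a part of the inactive calls stands beside numbers as strong as those of hits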
NFkB transloc pot – enhances IL-1B driven NFkB nuclear translocation; HUVEC IL-1B NFkB p65 nuclear translocation imaging; activation, % at 2 µM; actives 0.3% (n = 94,000); AID 819;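 active = activation above 40%, about the mean plus 3 SD, also judged a hit on visual image review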;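 also: percent activation is computed from the nuclear over cytoplasmic p65 intensity ratio; values of inactives mirror those of a sister screen read the other way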
MRP resist rev cytotoxicity – second read-out of MRP resist rev, no call of its own (marks repeat the call); viability, %; H69AR cells, CellTiter-Glo, 72 h; measured here: cytotoxicity without doxorubicin
MRP resist rev with doxorubicin – recorded beside MRP resist rev, whose call it bears; viability, %; measured here: viability with 2 uM doxorubicin; stronger effect = lower value
NFkB transloc inh cell count 2 µM – further read-out of NFkB transloc inh, marked with its call; cell count; measured here: cells passing quality filter;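 raw number of nuclei counted in each imaged well without normalization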
NFkB transloc pot cell count 2 µM – also measured in NFkB transloc pot; calls as there; cell count; measured here: cells passing quality filter
Active calls of the source: *; / = not tested or not shown. A portion of the library; rates above refer to the full screens.

(1) CCN(CC)CCNC(=O)c1ccc(NC(=O)c2ccc(Cl)c(S(=O)(=O)Nc3ccccc3OC)c2)cc1
(2) O=C(NCc1cccs1)C1CCN(c2nc3ccccc3o2)CC1
(3) O=C(NCc1ccco1)c1ccccc1-c1ccc(C(F)(F)F)cc1
(4) Cc1c(NC(=O)C(C)Sc2ccccc2)c(=O)n(-c2ccccc2)n1C (configuration not stated)
(5) CCOCC(=O)Nc1cc(C(=O)Nc2cccc(C)c2C)ccc1Cl
(6) COc1ccc(C2N(C(=O)c3ccccc3)CCN2C(=O)c2ccc(C)cc2)cc1 (configuration not stated)
(7) O=C(Nc1ccccc1)N1C2CCC1CC(O)(c1cccnc1)C2 (configuration not stated)
(8) Cc1ccc(NC(=O)C(C)N2C(=O)C3CC=C(Cl)CC3C2=O)cc1 (configuration not stated)

Assay by compound	1	2	3	4	5	6	7	8
MRP resist rev	/	14	16	7	/	10	-2	10
MRP resist rev cytotoxicity	/	89	92	106	/	100	93	92
MRP resist rev with doxorubicin	/	75	76	99	/	90	94	82
PLAP inhibitors HTS	-26%	1%	15%	6%	-4%	-26%	1%	-29%
NFkB transloc inh	-3	1	-3	-1	-1	-17	0	-18
NFkB transloc inh cell count 2 µM	144	115	149	181	115	210	188	144
Bcl-B displacement	0%	-2%	-4%	-6%	2%	1%	10%	-8%
NFkB transloc pot	3	-1	3	1	1	17	0	18
NFkB transloc pot cell count 2 µM	144	115	149	181	115	210	188	144

(9) O=C(NCc1ccccc1)c1cccc(NC(=O)c2ccco2)c1
(10) O=C(c1ccccc1)N(CCN1CCOCC1)C1(C(=O)Nc2ccccc2)CCCCC1
(11) CN(C(=O)CC(NC(=O)c1ccccc1)(c1ccccc1)c1ccccc1)c1ccccc1
(12) FC(F)(F)c1nnc2c(Sc3ccccc3)nc3ccccc3n12
(13) COC(=O)c1cc(Br)c(=O)n(Cc2ccncc2)c1
(14) Cc1cccc(C)c1-n1c(C)cc(/C=C2\NC(=O)NC2=O)c1C
(15) CC(C)NC(=O)C(=O)NCCN1CCN(S(=O)(=O)c2ccc(Cl)cc2)CC1
(16) O=C(NCC(c1cccnc1)N1CCN(c2ccccc2F)CC1)c1cccc(Cl)c1 (configuration not stated)

Assay by compound	9	10	11	12	13	14	15	16
MRP resist rev	/	15	/	/	-2	-19	6	2
MRP resist rev cytotoxicity	/	96	/	/	96	74	95	76
MRP resist rev with doxorubicin	/	81	/	/	98	93	89	74
PLAP inhibitors HTS	21%	-43%	-29%	22%	-5%	/	-23%	-64%
NFkB transloc inh	4	/	2	2	2	27	-17	12
NFkB transloc inh cell count 2 µM	92	/	181	117	203	104	198	55
Bcl-B displacement	16%	-14%	7%	-7%	-4%	/	-9%	2%
NFkB transloc pot	-4	/	-3	-2	-2	-27	17	-12
NFkB transloc pot cell count 2 µM	92	/	181	117	203	104	198	55

(17) COc1cc(C)nc(Oc2ccc(OCCOc3ccc(C)cc3)nn2)n1
(18) Cc1ccccc1OC(=O)C1C(c2ccccc2)C(C(=O)O)C1c1ccccc1 (configuration not stated)
(19) COc1cc2c(cc1OC)-c1cc(NC3CCCCCC3)nc(=O)n1CC2
(20) COc1ccc(N2Cc3cccc(C(=O)N4CCN(C(=O)c5ccco5)CC4)c3C2=O)cc1
(21) CCOC(=O)N1CCN(S(=O)(=O)c2cc(-c3nn4c(C)nnc4c4ccccc34)ccc2C)CC1
(22) COc1ccc(-n2nc(C(=O)O)c3ccccc3c2=O)cc1
(23) CCC(=O)NC(Nc1sc2c(c1C(=O)OC)CCCC2)(C(F)(F)F)C(F)(F)F
(24) Clc1ccccc1-c1nn2c(-c3ccccn3)nnc2s1

Assay by compound	17	18	19	20	21	22	23	24
MRP resist rev	6	6	-2	7	38	7	/	-4
MRP resist rev cytotoxicity	94	88	87	89	53	92	/	72
MRP resist rev with doxorubicin	88	82	89	82	15	86	/	75
PLAP inhibitors HTS	-35%	-16%	-39%	-49%	-28%	12%	9%	35%
NFkB transloc inh	-20	15	11	14	4	-8	-8	/
NFkB transloc inh cell count 2 µM	88	175	189	170	171	157	175	/
Bcl-B displacement	-6%	10%	-2%	36%	-1%	0%	-3%	-12%
NFkB transloc pot	20	-15	-11	-14	-4	8	8	/
NFkB transloc pot cell count 2 µM	88	175	189	170	171	157	175	/

Pulled by structure from the entries so far, five records:
(21) CCOC(=O)N1CCN(S(=O)(=O)c2cc(-c3nn4c(C)nnc4c4ccccc34)ccc2C)CC1
(22) COc1ccc(-n2nc(C(=O)O)c3ccccc3c2=O)cc1
(19) COc1cc2c(cc1OC)-c1cc(NC3CCCCCC3)nc(=O)n1CC2
(17) COc1cc(C)nc(Oc2ccc(OCCOc3ccc(C)cc3)nn2)n1
(23) CCC(=O)NC(Nc1sc2c(c1C(=O)OC)CCCC2)(C(F)(F)F)C(F)(F)F

Assay by compound	21	22	19	17	23
MRP resist rev	38	7	-2	6	/
MRP resist rev cytotoxicity	53	92	87	94	/
MRP resist rev with doxorubicin	15	86	89	88	/
PLAP inhibitors HTS	-28%	12%	-39%	-35%	9%
NFkB transloc inh	4	-8	11	-20	-8
NFkB transloc inh cell count 2 µM	171	157	189	88	175
Bcl-B displacement	-1%	0%	-2%	-6%	-3%
NFkB transloc pot	-4	8	-11	20	8
NFkB transloc pot cell count 2 µM	171	157	189	88	175

Next section.
(25) Cc1ccc(S(=O)(=O)NCC(=O)OCC(=O)c2ccc(Br)s2)cc1
(26) O=S1(=O)CCC(NCC2CCCO2)C1 (configuration not stated)
(27) O=C(c1ccccc1)N1CCCOC1c1ccccc1 (configuration not stated)
(28) O=C(CC1OC(=O)c2ccccc21)NC1CCCCC1 (configuration not stated)
(29) Cc1occc1C(=O)NNC(=S)NCC(C)C
(30) CC[n+]1c(/C=C2\C=C(C)CC(C)C2)sc2ccccc21 (configuration not stated)
(31) COc1cccc(C2C(C(N)=O)=C(C)Nc3nc(CCCO)nn32)c1OC (configuration not stated)
(32) Cc1ccc(C2=NNC(=O)C(c3ccc(Cl)cc3)C2)cc1 (configuration not stated)

Assay by compound	25	26	27	28	29	30	31	32
MRP resist rev	/	-9	0	/	/	/	5	14
MRP resist rev cytotoxicity	/	96	86	/	/	/	96	81
MRP resist rev with doxorubicin	/	105	86	/	/	/	90	68
PLAP inhibitors HTS	-6%	-1%	9%	-12%	-133%	5%	/	10%
NFkB transloc inh	18	-6	-13	-10	-8	5	-22	-7
NFkB transloc inh cell count 2 µM	186	98	120	126	162	125	79	168
Bcl-B displacement	-9%	5%	-9%	0%	1%	-12%	/	6%
NFkB transloc pot	-18	6	13	10	8	-5	21	12
NFkB transloc pot cell count 2 µM	186	98	120	126	162	125	79	89

(33) Cc1ccc(-n2c(Cn3nc(C(F)(F)F)cc3C)n[nH]c2=S)cc1
(34) O=C(c1cc2c(=O)oc3ccccc3c2s1)N1CCOCC1
(35) NC(=O)c1sc2nc3c(c(-c4ccc(Cl)cc4)c2c1N)CCCC3
(36) CCN(CC)CCCNC(=O)Cn1ncc2c(=O)oc3ccc(C)cc3c21
(37) CN1CCN(C2=C(Cl)C(=O)N(c3cccc(Cl)c3)C2=O)CC1
(38) Cc1ccccc1C(=O)N1CCC(C(=O)O)CC1
(39) CCCc1cc(C(=O)Nc2cc(C)nn2-c2ccccc2)no1
(40) CC(C)CCNC(=O)C1CCCN1C(=O)NC1CCCCC1 (configuration not stated)

Assay by compound	33	34	35	36	37	38	39	40
MRP resist rev	/	4	22	-6	9	-3	5	4
MRP resist rev cytotoxicity	/	90	50	89	86	81	90	92
MRP resist rev with doxorubicin	/	86	28	95	78	84	86	89
PLAP inhibitors HTS	17%	11%	-10%	-38%	-25%	12%	0%	/
NFkB transloc inh	18	-27	24	-10	-3	-25	-14	-20
NFkB transloc inh cell count 2 µM	167	127	51	169	171	172	47	132
Bcl-B displacement	-6%	-2%	5%	-9%	0%	2%	-6%	/
NFkB transloc pot	-18	27	-24	10	3	25	14	20
NFkB transloc pot cell count 2 µM	167	127	51	169	171	172	47	132

(41) COC(=O)C(NC(C)=O)(Nc1nc2c(C)cc(C)cc2s1)C(F)(F)F (configuration not stated)
(42) CCNC(=S)NNC(=O)c1csc2c1CCCC2
(43) Cc1ccc2oc(-c3ccc(NC(=O)CC(C)C)cc3)nc2c1
(44) N#CC(C#SN)=C1CCCCC1
(45) O=C(Cn1[nH]c(=O)c2ccccc2c1=O)Nc1cccc(-c2nnc3n2CCCCC3)c1
(46) CC1(C)Cc2noc(N)c2C(C)(C)N1OC(=O)c1scc2c1OCCO2
(47) CCCC(=O)Nc1nc(-c2ccc3c(c2)CCN3S(C)(=O)=O)cs1
(48) O=C(CCn1cccc1)NCCc1ccc(Cl)cc1

Assay by compound	41	42	43	44	45	46	47	48
MRP resist rev	-25	/	6	-9	13	8	-9	7
MRP resist rev cytotoxicity	26	/	98	89	84	84	78	98
MRP resist rev with doxorubicin	52	/	93	98	71	77	87	91
PLAP inhibitors HTS	-5%	-51%	22%	-70%	-17%	-25%	15%	12%
NFkB transloc inh	-5	-3	6	16	/	-2	-29	-32
NFkB transloc inh cell count 2 µM	78	126	153	74	/	81	87	115
Bcl-B displacement	1%	-10%	-12%	-3%	17%	6%	2%	-12%
NFkB transloc pot	5	3	-6	-16	/	1	29	32
NFkB transloc pot cell count 2 µM	78	126	153	74	/	81	87	115

(49) CCOC(=O)/C=c1\s/c(=C\c2c(OC)ccc3ccccc23)c(=O)n1CC(=O)NCC1CCCO1 (configuration not stated)
(50) CCCCOC(=O)Nc1ccc(S(=O)(=O)Nc2nc(C)cc(C)n2)cc1
(51) O=C(Nc1nnc(COc2ccccc2)s1)c1ccco1
(52) CC(OC(=O)C1=COCCO1)C(=O)Nc1ccc(Oc2ccccc2)cc1 (configuration not stated)
(53) CCOC(=O)c1[nH]c(C)c(C(=O)N(C)Cc2ccccc2)c1C
(54) COc1ccc(N2CCN(C(=O)Cc3nn(C)c(=O)c4ccccc34)CC2)cc1
(55) CCOc1ccccc1N(CC(=O)Nc1ccc(C)cc1)S(C)(=O)=O
(56) Cc1[nH]nc(SCC(=O)N2CCCCC2)c1[N+](=O)[O-]

Assay by compound	49	50	51	52	53	54	55	56
MRP resist rev	/	14	4	/	16	1	21	5
MRP resist rev cytotoxicity	/	102	100	/	99	88	92	92
MRP resist rev with doxorubicin	/	89	97	/	83	87	71	87
PLAP inhibitors HTS	-43%	18%	-8%	-12%	-16%	-19%	0%	14%
NFkB transloc inh	-14	-14	-6	8	3	-4	/	-20
NFkB transloc inh cell count 2 µM	199	141	138	157	164	152	/	180
Bcl-B displacement	2%	2%	0%	8%	-14%	1%	-3%	-1%
NFkB transloc pot	14	14	6	-8	-3	4	/	20
NFkB transloc pot cell count 2 µM	199	141	138	157	164	152	/	180

(57) CCN(CC)CCNC(CC(=O)Nc1ccc(Cl)cc1Cl)C(=O)O (configuration not stated)
(58) COC(=O)c1cc(OC)c(OC)cc1NC(=O)C1CCC(=O)N1S(=O)(=O)c1ccc(C)cc1 (configuration not stated)
(59) Cc1oc(-c2ccc(Cl)cc2)nc1CN1CCC(C(=O)NCc2cccnc2)CC1
(60) Cc1ccccc1C(=O)NC1CC(C)(C)NC(C)(C)C1
(61) Cc1cc2cc(CNC(=O)CC(C)C)ccc2n1C
(62) COc1ccc(CC(=O)OCC(=O)Nc2c(C)n(C)n(-c3ccccc3)c2=O)cc1
(63) CCOC(=O)c1cnc(SCC(=O)Nc2cccc(OC)c2)nc1N
(64) O=C(Nc1nc2ccccc2n1CCN1CCCCC1)c1ccco1
(65) COc1cccc(OC)c1OCCCCN1CCCC1
(66) CS(=O)(=O)N(CC(N)=O)c1cccc(Br)c1
(67) COc1cccc(Cn2c(=S)[nH]c3ccc(N4CCOCC4)cc3c2=O)c1

Assay by compound	57	58	59	60	61	62	63	64	65	66	67
MRP resist rev	3	-5	6	-18	1	-3	0	-25	8	32	/
MRP resist rev cytotoxicity	92	80	94	81	92	101	89	57	102	102	/
MRP resist rev with doxorubicin	88	85	88	98	91	104	89	82	94	70	/
PLAP inhibitors HTS	/	-58%	-66%	/	3%	-2%	32%	-35%	6%	/	-70%
NFkB transloc inh	-16	-33	-1	-1	-17	/	5	3	-10	-14	/
NFkB transloc inh cell count 2 µM	107	176	176	80	147	/	171	192	186	110	/
Bcl-B displacement	/	-4%	-10%	-8%	4%	-4%	-3%	-7%	-2%	/	4%
NFkB transloc pot	16	33	1	1	17	/	-30	-3	10	14	/
NFkB transloc pot cell count 2 µM	107	176	176	80	147	/	46	192	186	110	/
